S100A4 MyoIIA – S100A4-myosin IIA interaction inhibition. P26447. S100A4/TAMRA-MyoIIA peptide fluorescence polarization. inhibition, % at 10.7 µM. 0.14% of 360,000 active;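 active = mean inhibition of at least 70% across replicates, with every replicate also reaching that level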
Target sequence (P26447 whole entry, looked up): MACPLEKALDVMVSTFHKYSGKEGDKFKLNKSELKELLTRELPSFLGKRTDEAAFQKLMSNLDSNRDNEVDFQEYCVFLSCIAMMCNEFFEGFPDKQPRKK
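System – human S100A4 monomer protein, biochemical binding assay · Buffer or medium – Calcium-containing HEPES buffer, pH 7.2 · Timing – 5 min between mix addition and reading · Also added – TAMRA-labelled myosin IIA heavy-chain peptide probe, 5 nM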
PGC1a acetyl inh – PGC1a acetylation modulation, inhibitor mode; U2OS PGC1a acetylation, AlphaScreen anti-acetyl-lysine; with virally co-expressed GCN5 acetyltransferase; inhibition, % at 15.6 µM; 0.17% of 350,000 active;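 active = every replicate shows inhibition of at least 40%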;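 note: 0% = neutral control wells and 100% = positive control wells; some results beyond the cut were filed as inactive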
ERAP1 inh – blocks human ERAP1 aminopeptidase activity; Q9NZ08; recombinant ERAP1, Leu-AMC fluorescence, 60 min; inhibition, % at 10.7 µM; 0.15% of 340,000 active;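 active = mean replicate inhibition of at least 30%, or all replicates individually reaching that 30% level; inactive = mean below 30% and not every replicate reaching it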;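 note: 0% = neutral control wells and 100% = L-leucinethiol positive control wells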
Target sequence (Q9NZ08 whole entry, looked up): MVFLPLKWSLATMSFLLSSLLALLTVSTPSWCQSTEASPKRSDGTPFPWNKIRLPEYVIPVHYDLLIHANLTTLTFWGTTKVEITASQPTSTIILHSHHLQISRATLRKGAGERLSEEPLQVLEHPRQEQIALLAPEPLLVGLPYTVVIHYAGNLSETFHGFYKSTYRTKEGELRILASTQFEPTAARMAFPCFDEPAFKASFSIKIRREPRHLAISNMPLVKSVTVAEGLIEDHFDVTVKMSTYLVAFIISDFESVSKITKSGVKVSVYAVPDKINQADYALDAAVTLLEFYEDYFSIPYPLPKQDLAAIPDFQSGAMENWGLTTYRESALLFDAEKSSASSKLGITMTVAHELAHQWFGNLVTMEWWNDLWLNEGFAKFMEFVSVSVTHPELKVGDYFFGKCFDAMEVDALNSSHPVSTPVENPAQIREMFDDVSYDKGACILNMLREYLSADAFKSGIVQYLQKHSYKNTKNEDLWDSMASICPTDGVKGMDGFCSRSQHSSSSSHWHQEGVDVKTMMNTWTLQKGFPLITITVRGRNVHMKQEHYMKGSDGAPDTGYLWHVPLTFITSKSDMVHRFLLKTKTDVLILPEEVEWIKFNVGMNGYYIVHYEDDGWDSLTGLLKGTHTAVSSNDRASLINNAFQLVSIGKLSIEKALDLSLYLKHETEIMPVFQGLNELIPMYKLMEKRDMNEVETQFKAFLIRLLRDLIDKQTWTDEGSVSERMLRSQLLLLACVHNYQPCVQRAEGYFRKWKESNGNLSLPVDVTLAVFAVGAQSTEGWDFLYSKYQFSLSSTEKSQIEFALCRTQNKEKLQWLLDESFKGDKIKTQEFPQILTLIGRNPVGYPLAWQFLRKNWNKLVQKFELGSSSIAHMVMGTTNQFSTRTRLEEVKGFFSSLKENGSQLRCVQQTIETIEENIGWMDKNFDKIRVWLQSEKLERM
Xi reactivation – activators of X-chromosome reactivation in mouse fibroblasts. XiGFP mouse fibroblasts, % GFP-positive cells imaging, 3 d; cells co-treated with 5-aza-dC sensitizer; scaled so ellipticine positive control = 100%. activation, % at 7.58 µM. 0.055% of 360,000 active. AID 743238;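 active = mean normalized replicate activation at least 10% and every replicate at or above 10%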;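 note: 0% = median of on-plate neutral control wells and 100% = ellipticine 6 µM median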
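System: 68-5-11 XiGFP fibroblast line | Buffer or medium: DMEM containing 5-aza-dC | Compound: Single point | Times: Compounds 3 days, fix/stain 15 min at room temperature | Benchmarks: Positive control ellipticine, 6 µM final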
SIRT5 block – inhibitors of human sirtuin-5 desuccinylase; Q9NXA8; Purified SirT5, succinyl-peptide AMC, trypsin-coupled fluorescence; inhibition, % at 15 µM; 1.1% of 330,000 active; AID 652115; in the data active = inhibition above about 15%
Cneo AK release – causes C. neoformans cell lysis; adenylate kinase release luminescence, 4 h; normalised: neutral wells 0, clomiphene wells 100; lysis activity, % at 15 µM; 0.2% of 360,000 active;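 active = mean lysis activity across replicates of at least 80%, whatever share of replicates individually reach that level; inactive = mean lysis activity below 80%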
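Assay system: C. neoformans cells. Amount: yeast cell density of 5 × 10^6 cells/mL. Technique: AK luminescence. Buffer or medium: YPD. Times: static 4 h at 37 °C with compound, 1 h detection. Dosing: single-point compound dose. Read-out: lysis from increased AK signal.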
C2C12 statin – protects C2C12 myotubes from simvastatin toxicity; rescue of ATP level, % at 7.49 µM; 0.78% of 330,000 active; ATP luminescence, 48 h; scaled: DMSO 0, geranylgeraniol control 100;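 active = mean ATP rescue above about 67%, or every replicate alone reaching that limit, limit read from the data, passing the limit was not always enough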;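 note: myotubes were challenged with 10 µM simvastatin during compound exposure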
LGR2 antag – blocks bursicon-induced cAMP signaling via Drosophila LGR2 | HEK293 LGR2, CRE-luciferase, bursicon-stimulated, 4 h | inhibition, % at 9.99 µM | 0.35% of 380,000 active | AID 720647;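 active = drop in luminescence signal, shown as inhibition above about 50% in the replicate tests, limit read from the data, passing the limit was not always enough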;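 note: agonist challenge used bursicon conditioned medium at about half maximal strength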
* hit, by the source's call; / = not tested or not shown. Some of the compounds tested, so the mix of outcomes need not match the whole.

SMILES	S100A4 MyoIIA	PGC1a acetyl inh	ERAP1 inh	Xi reactivation	SIRT5 block	Cneo AK release	C2C12 statin	LGR2 antag
COc1cccc(Cn2c3ccc(NC(=O)Cc4cc(OC)ccc4OC)cc3c(=O)n2C)c1	11	/	4	0.0	/	2	-2	18
CC(C)(C)c1ccc(C(=O)Nc2ccccc2Cl)cc1	-6	/	2	0.0	-3	/	/	6
C/C(=N\NC(=O)c1cc(-c2ccc(Cl)s2)[nH]n1)c1ccncc1	1	11	-2	0.1	-3	2	-32	-8
C[C@H]1CN([C@@H](C)CO)C(=O)c2cc(-c3ccc(C#N)cc3)cnc2O[C@H]1CN(C)C(=O)Nc1ccc(C(F)(F)F)cc1	4	6	-2	-1.0	0	1	-13	-3
COC(=O)C1(C)NC(c2ccccc2F)C2C(=O)N(c3ccccc3)C(=O)C21 (stereo not drawn)	5	/	-2	0.0	-2	2	24	-4
COc1ccccc1N(Cc1cc2ccc(C)cc2[nH]c1=O)C(C)=O	2	10	0	0.0	-4	2	6	17
Cc1ccc(N(C(=O)c2snc(C(N)=O)c2N)C(C(=O)NCCC(C)C)c2ccco2)cc1 (stereo not drawn)	-5	/	-2	0.2	-4	/	/	18
CC(C)CN1CC(C(=O)O)CC1=O (stereo not drawn)	-12	15	4	0.2	-5	-1	10	5
CC(C)CC#Cc1ccc([C@@H]2[C@H](CO)N3C(=O)CN(S(=O)(=O)c4ccccc4)C[C@@H]23)cc1	15	4	0	0.3	-4	/	/	4
CN(C)C(=O)[C@@H]1[C@@H](CO)[C@@H]2Cn3c(ccc(/C=C/c4ccccc4)c3=O)[C@@H]2N1C(=O)c1cccnc1	4	/	-2	0.2	-60	-4	-22	5
COCCN(Cc1nc(-c2ccc(-c3ccccc3)cc2)oc1C)C(C)C	-11	-2	0	0.5	-6	-1	1	-86
O=S(=O)(Cc1ccc(Cl)cc1)N1CCN(Cc2ccccc2)CC1	-2	7	0	/	-1	/	/	1
Cn1cc(CN2CCC(n3nccc3NC(=O)c3ccccc3Cl)CC2)cn1	-14	3	0	0.0	-3	-3	3	-1
CC(=O)c1c(C)[nH]c(C(=O)Nc2cc(S(=O)(=O)N(C)C)ccc2C)c1C	5	-7	3	0.0	2	/	/	-44
COCc1cc(C)nc(SCC(=O)Nc2ccc3c(c2)OCCO3)c1C#N	-4	/	5	0.1	3	-1	2	-10
Cc1nn2c(COc3ccc(NC(=O)C(C)C)cc3)nnc2c2ccccc12	-3	4	0	0.1	0	-1	/	-2
COc1c(OC(C)=O)ccc(/C=N\NC(=O)c2ccc(Br)cc2)c1[N+](=O)[O-]	-1	0	-2	0.1	1	3	5	/
O=C(N[C@@H]1C[C@H]2CC[C@@H]1C2)c1ccco1	8	-4	3	0.1	/	-2	0	9
CCC(=O)N1CC2(CN(Cc3ccc(F)cc3)C2)c2c(n(C)c3cc(OC)ccc23)[C@@H]1CO	-10	3	1	0.0	-5	/	/	-8
C[C@H](O)[C@@H]1C(=O)N2CCc3c([nH]c4ccccc34)[C@@H]2C[C@@H]1N(C)C(=O)Nc1ccc(Br)cc1	-6	/	-3	0.1	-2	/	/	-1
O=C(COc1cccc(F)c1)Nc1ccc2[nH]c(=O)[nH]c2c1	-13	/	0	0.1	/	/	-3	-4
CCc1nnc(NC=C2C(=O)OC(C)(C)OC2=O)s1	-6	-8	11	/	-3	2	6	-2
COc1cccc(NC(=O)Cc2ccc3ccccc3c2)c1	6	-27	2	0.3	-2	1	2	-5
CC1=C(C(=O)OCc2ccccc2)C(c2ccccc2)NC(=O)N1CCCCCC(=O)O (stereo not drawn)	-2	12	0	0.0	/	3	-9	-1
O=C(Cn1nnc2ccccc2c1=O)N1CCOCC1	-1	0	6	0.2	0	/	/	16

Laid out differently: 2 of the compounds above.
CC1=C(C(=O)OCc2ccccc2)C(c2ccccc2)NC(=O)N1CCCCCC(=O)O (stereo not drawn)
- S100A4 MyoIIA: -2
- PGC1a acetyl inh: 12
- ERAP1 inh: 0
- Xi reactivation: 0.0
- SIRT5 block: /
- Cneo AK release: 3
- C2C12 statin: -9
- LGR2 antag: -1

O=C(Cn1nnc2ccccc2c1=O)N1CCOCC1
- S100A4 MyoIIA: -1
- PGC1a acetyl inh: 0
- ERAP1 inh: 6
- Xi reactivation: 0.2
- SIRT5 block: 0
- Cneo AK release: /
- C2C12 statin: /
- LGR2 antag: 16

As entered above:
SIRT5 block, COc1c(OC(C)=O)ccc(/C=N\NC(=O)c2ccc(Br)cc2)c1[N+](=O)[O-] is entered as 1
LGR2 antag, COc1cccc(NC(=O)Cc2ccc3ccccc3c2)c1 is entered as -5

Remaining list, next part.
SMILES	S100A4 MyoIIA	PGC1a acetyl inh	ERAP1 inh	Xi reactivation	SIRT5 block	Cneo AK release	C2C12 statin	LGR2 antag
O=C(NCCCCc1ccccc1)c1cccc(NC(=O)C2CCCCC2)c1	1	-14	-1	0.0	-2	1	-20	9
C[C@@H]1CN([C@H](C)CO)C(=O)Cc2cc(NC(=O)Nc3ccccc3)ccc2O[C@H]1CN(C)C	-2	3	-1	-0.1	/	-3	-35	5
COc1ccc(CN(C)CC(=O)Nc2sc3c(c2C#N)CCC3)c(OC)c1	4	/	-1	0.0	15*	/	/	16
O=C(Nc1ccc2c(c1)OCCO2)C(c1ccccc1)n1c(=O)c(-c2cc3ccccc3[nH]2)nc2ccccc21 (stereo not drawn)	2	/	-3	0.0	/	/	/	-42
CC(Oc1ccc(F)cc1)C(=O)Nc1nc(-c2ccccn2)cs1 (stereo not drawn)	-6	8	2	0.0	0	5	28	7
COc1ccccc1N(C)S(=O)(=O)c1ccc(C(=O)NCC2CCCCC2)cc1	-16	/	3	0.2	1	3	-8	-7
CCCNC(=O)C[C@@H]1CC[C@H]2[C@@H](COc3ccc(NC(=O)c4cccc(Cl)c4)cc3C(=O)N2C)O1	-2	-4	3	0.2	-4	-3	-88	4
CCOc1ccccc1NC(=S)NC1CCCCC1	-3	5	2	-0.1	0	5	-8	/
O=c1c2cc([N+](=O)[O-])ccc2nc2n1CCC2	-4	4	1	0.0	-1	7	0	12
COc1ccc(C(CNC(=O)c2ccc(OCc3ccccc3)cc2)N2CCOCC2)cc1 (stereo not drawn)	-2	0	1	0.2	0	2	-15	/
O=C(O)CN(C1CCCCC1)S(=O)(=O)c1ccc(F)cc1	1	-1	1	0.2	-1	/	7	-2
CC(=O)NC(Cc1ccc(O)cc1)C(=O)NN (stereo not drawn)	1	/	-3	0.0	-4	/	/	17
COc1ccccc1CN1CCNC(=O)C1CC(=O)N(C)C1CCOCC1 (stereo not drawn)	-6	-2	-1	0.0	6	0	-10	-3
Cc1cccc(C)c1NC(=O)C1(C)CCC(=O)N1C1CC1 (stereo not drawn)	1	-5	1	0.4	0	4	2	-9
COc1ccc(S(=O)(=O)N(C)C[C@@H]2Oc3c(NC(=O)c4cnccn4)cccc3C(=O)N([C@H](C)CO)C[C@H]2C)cc1	14	10	2	0.0	0	-1	7	-5
CCn1ncc([C@@H]2C[C@H]3CN(Cc4ccccc4C)C(=O)[C@]34CCCN24)c1C	-8	/	10	0.0	-4	/	/	4
O=S(=O)(Nc1cc(Cl)cc(Cl)c1)N1CCOCC1	-14	/	0	0.2	-2	3	-5	-14
CC(C)CCNC(=O)c1cc2c(=O)[nH]c3ccccc3c2s1	3	3	-1	0.0	-3	-4	-38	6
CN1CCCCC1(C)C(=O)NCc1ccc(F)cc1 (stereo not drawn)	-4	9	-1	-0.2	-3	1	2	3
Cc1ccc(N(C)S(=O)(=O)c2cc3c(cc2C)NC(=O)CO3)cc1	4	-4	7	0.1	-2	1	-15	15
COc1ccccc1CCNS(=O)(=O)CCNC(=O)c1ccccc1	0	-18	1	-0.6	0	-1	4	-5
O=C(O)c1cccc(N=NN2CCCCCC2)c1	/	11	/	0.0	/	-3	/	12
O=C(CCc1ccccc1)NCCSCc1c(F)cccc1Cl	2	-1	0	0.0	-1	0	/	1
O=C(CN(Cc1ccccc1Cl)C(=O)CN1C(=O)CSc2ccccc21)NC1CC1	0	/	3	0.8	-2	-3	-18	-3
CC(=O)Nc1ccc(S(=O)(=O)N2CCN=C2SCc2ccc([N+](=O)[O-])cc2)cc1	0	/	-1	0.1	-1	2	-2	9

The list continues.
SMILES	S100A4 MyoIIA	PGC1a acetyl inh	ERAP1 inh	Xi reactivation	SIRT5 block	Cneo AK release	C2C12 statin	LGR2 antag
Cn1c(=O)c(=O)n(C)c2cc(S(=O)(=O)CCC(=O)Nc3cccc(C(F)(F)F)c3)ccc21	-4	-5	7	0.0	3	0	-8	3
CCCNC(=O)N(C)C[C@@H]1Oc2ncc(C#Cc3ccncc3)cc2C(=O)N([C@H](C)CO)C[C@H]1C	2	-26	0	0.4	-6	0	-7	8
CC(OC(=O)c1ccc(NC(=O)CC#N)cc1)C(=O)NCCC1=CCCCC1 (stereo not drawn)	-12	10	-1	-0.1	-2	-1	-1	1
C(#CCN1CCC(Cc2ccccc2)CC1)COCCOCc1ccccc1	/	4	/	0.1	/	/	-14	-9
Cc1ccsc1/C=C(\CC(=O)O)c1nc2ccccc2o1	3	/	2	0.0	4	4	-3	-6
C=CCNC(=O)c1ccccc1NC(=O)COc1ccccc1	-3	/	-2	0.2	-2	/	/	-2
CCC(C)(C)NC(=O)C(c1ccncc1)N(C(=O)c1sc(C)nc1C)c1ccc(C)cc1 (stereo not drawn)	10	-6	1	0.1	-9	/	/	18
Oc1ccc(/C=N/NC(=S)Nc2cccnc2)cc1	-4	/	/	0.1	0	/	/	-48
CCC(=O)N1c2ccc(S(=O)(=O)NC3CCCCC3)cc2CC1C (stereo not drawn)	-3	-14	-6	0.3	-2	12	2	-9
Cn1cccc1C(=O)OCC(=O)c1ccc(Br)s1	8	/	-3	0.3	-1	/	/	-105
C[C@@H]1CCCCO[C@@H](CN(C)S(C)(=O)=O)[C@@H](C)CN([C@@H](C)CO)C(=O)c2cc(NS(=O)(=O)c3ccc(Cl)cc3)ccc2O1	6	-14	-23	0.2	0	0	8	7
COc1ccc(NC(=O)CN2C(=O)NC(c3ccccc3)(c3ccccc3)C2=O)cc1OC	-11	/	-3	0.0	-4	-2	23	9
COc1ccc(C(=O)N/N=C(\C)CC(=O)NC2CCCCC2)c(OC)c1	-5	-16	-5	-0.1	-18	3	5	1
CC(C)CCNC(=O)Cc1ccc(Nc2nc(=S)[nH]c3ccccc23)cc1	0	/	0	0.1	-1	1	-1	22
COCC(=O)N(C)C[C@H]1Oc2ncc(C#CCC3CCCC3)cc2C(=O)N([C@@H](C)CO)C[C@@H]1C	-18	6	-1	-0.5	7	-2	15	13
COCCNC(=O)C(=O)N/N=C(\C)CC(=O)Nc1ccc2c(c1)OCO2	-17	/	-8	0.1	-1	/	/	-14
C[C@H]1CN([C@@H](C)CO)C(=O)c2cc(NC(=O)C3CC3)ccc2O[C@@H]1CN(C)S(=O)(=O)c1ccc(Cl)cc1	-4	13	1	0.0	-5	7	-13	3
CC(=O)c1sc(NC(=O)c2cccc(N3C(=O)CCC3=O)c2)nc1-c1ccccc1	-12	/	-4	0.4	-1	5	1	-10

SIRT5 block, entries above that show a hit.
SMILES	S100A4 MyoIIA	PGC1a acetyl inh	ERAP1 inh	SIRT5 block	LGR2 antag
COc1ccc(CN(C)CC(=O)Nc2sc3c(c2C#N)CCC3)c(OC)c1	4	/	-1	15*	16

From PubChem
